# mcGAS MS inh: mouse cGAS inhibition by mass spec. Q8C6L5. recombinant mouse cGAS, cGAMP by RapidFire MS. AID 1259397. inhibition, % at 12.5 µM. hit rate 0.18% among 130,000;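 active means inhibition of cGAS enzyme activity at or above 60%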;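 further: enzyme stimulated by 45 bp dsDNA with ATP and GTP substrates; cGAMP share of summed cGAMP plus half ATP and half GTP signals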
# Target sequence (Q8C6L5 whole entry, looked up): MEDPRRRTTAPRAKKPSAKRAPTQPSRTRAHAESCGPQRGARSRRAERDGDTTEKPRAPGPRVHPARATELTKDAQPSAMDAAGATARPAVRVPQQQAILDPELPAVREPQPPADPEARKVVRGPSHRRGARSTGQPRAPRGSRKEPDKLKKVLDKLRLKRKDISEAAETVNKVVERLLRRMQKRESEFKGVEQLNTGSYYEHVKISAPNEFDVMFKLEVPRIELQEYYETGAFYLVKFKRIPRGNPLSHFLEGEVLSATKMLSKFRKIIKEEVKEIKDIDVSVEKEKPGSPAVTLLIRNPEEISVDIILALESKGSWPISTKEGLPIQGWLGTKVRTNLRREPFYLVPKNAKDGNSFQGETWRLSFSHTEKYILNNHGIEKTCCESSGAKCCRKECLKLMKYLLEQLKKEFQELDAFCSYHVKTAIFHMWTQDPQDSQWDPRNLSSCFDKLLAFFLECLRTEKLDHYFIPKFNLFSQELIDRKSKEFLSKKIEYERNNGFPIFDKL
# The depositor's hits bear a star; & = joins results of further samples.
SMILES,mcGAS MS inh
COc1ccc(CCN2CCN(C(=O)c3cnn(C(C)(C)C)c3)CC2)cc1,-13
O=[N+]([O-])c1ccc(S(=O)(=O)NCc2ccc(Cl)cc2)cc1,3
CC(Cn1cccn1)C(=O)NCc1cccnc1N(C)C (centres undefined),-27
CC(C)C(NC(=O)c1ccccc1)c1nnn(Cc2ccccn2)n1 (centres undefined),-7
S=c1nc(-c2ccccc2Br)[nH]n1CN1CCN(Cc2ccccn2)CC1,-11
O=c1[nH]c(=O)n(C2C[C@H](O)[C@@H](CO)O2)cc1C(F)(F)F (some centres undefined),-14&-7
CC(C)C(NC(=O)Cn1nc2ccccc2n1)c1nnc2n1CCNCC2 (centres undefined),7
O=C(Nc1ccc(N2CCNC2=O)cc1)C1CCCN(C(=O)N2CCCC2)C1 (centres undefined),9
C=CCNC(=O)CCCn1c(=O)[nH]c2ccsc2c1=O,4
CC(C)(C)n1ncc2c(=O)n(NC(=O)c3cc(=O)c4ccccc4o3)cnc21,-1
COCCNC(=O)COC(=O)c1cc(Br)cc(Br)c1N,-10
C=CCN1C(=O)C(Cc2ccccc2)NC12CCN(C(=O)c1ccc(C)cc1)CC2 (centres undefined),0

# By substructure: the entries above with a carbonyl joined to an NH by a bond outside any ring
SMILES,mcGAS MS inh
CC(Cn1cccn1)C(=O)NCc1cccnc1N(C)C (centres undefined),-27
CC(C)C(NC(=O)c1ccccc1)c1nnn(Cc2ccccn2)n1 (centres undefined),-7
CC(C)C(NC(=O)Cn1nc2ccccc2n1)c1nnc2n1CCNCC2 (centres undefined),7
O=C(Nc1ccc(N2CCNC2=O)cc1)C1CCCN(C(=O)N2CCCC2)C1 (centres undefined),9
C=CCNC(=O)CCCn1c(=O)[nH]c2ccsc2c1=O,4
CC(C)(C)n1ncc2c(=O)n(NC(=O)c3cc(=O)c4ccccc4o3)cnc21,-1
COCCNC(=O)COC(=O)c1cc(Br)cc(Br)c1N,-10

# Other entries
SMILES,mcGAS MS inh
COc1cc2c(cc1NC(=O)C(F)(F)C1(F)OC(F)(F)C(F)(F)C1(F)F)oc1ccccc12 (centres undefined),-9
CCNC(=O)C1(C)CCCCN1CC(=O)c1ccc(C)cc1C (centres undefined),-10
O=C(Cn1cncn1)NN=Cc1cccs1,50
COc1ccc(OC)c(CN(C(=O)[C@@H]2C[C@H](N)CN2C)C2CCCC2)c1,-12
Oc1cccc(-c2cn(Cc3scnc3-c3ccccc3)nn2)c1,-46
CSc1cccc(NC(=O)N2CCC(CCC(=O)N(C)Cc3ccccc3)CC2)c1,-7
C(=C\c1nn2c(Cn3cnc4ccccc43)nnc2s1)/c1ccccc1,4
c1ccc2c(c1)ncn2-c1ccc(CN2CCCC2)cc1,5
O=C(c1ccccc1C1CCNC1)N1CCC(O)(c2cccnc2)CC1 (centres undefined),-8
O=C(Cc1cccnc1)NCCCn1cccc1,-4
Cc1cc(C(=O)N/N=C\c2cc(Br)ccc2O)n[nH]1,-6
Nc1nc(-c2ccc(F)c(F)c2)cs1,-8
O=C(C1CCN(c2nc3nonc3nc2NCc2cccs2)CC1)N1CCCC1,2
CN(C(=O)c1ccc(N2C(=O)C3C4C=CC(C4)C3C2=O)cc1)c1ccccc1 (centres undefined),-1
O=C(COc1cc(Cl)ccc1Cl)NCc1nc2ccccc2[nH]1,-11
Cc1ccc(NC(=O)CC(=O)NCc2ccccc2-n2cncn2)cc1,-22
CCOC(=O)C(C)(C)N(C)CC(=O)NC1CCCC1,-4
COc1ccc(-n2ccnc2CN2CCOC(CN)C2)cc1 (centres undefined),-16
CCOc1cc(NC(=O)N2CCC(c3nc(C)no3)CC2)ccc1C,-7
Cc1cc(C)c(OCC(=O)N2N=C(c3ccccc3)CC2(O)C(F)(F)F)c(C)c1 (centres undefined),-3
Cn1c(=NC(=O)C2=COCCO2)sc2cc(F)ccc21,9
CC(C)S(=O)(=O)NC(=O)C1(C)CCN1C(=O)c1cccc(F)c1 (centres undefined),-15
Cc1ccc(-n2ncc3c(C)nn(CC(=O)Nc4ccc5c(c4)OCCO5)c(=O)c32)c(C)c1,-4
CC(C)[C@H](NC(=O)C12CC3CC(CC(C3)C1)C2)C(=O)O,15
Nc1ccc(S(=O)(=O)NC2(C(F)(F)F)C(=O)Nc3c2c(=O)[nH]c(=O)n3-c2ccccc2)cc1 (centres undefined),-9
Cc1nc(C)c(-c2n[nH]c(=S)o2)s1,7
CCCCC(C(=O)OCC)N1C(=O)C2CC=C(Cl)CC2C1=O (centres undefined),8
COc1cccc(CN2C[C@@H]3[C@H](C2)[C@H]2CC[C@@H]3O2)c1OCCN1CCOCC1,-10
CCCn1ncc(C(=O)N2CCCCC2CCn2ccnc2)c1C (centres undefined),-19
CC(C)NC(=O)CN1CCN(Cc2nc(-c3ccc(Cl)cc3)no2)CC1,-14
O=C1CCC(=O)N1OCCCCOc1ccccc1OCc1ccccc1,-47
COCCNc1ncnc2c1nc1n2CCCCC1,-7
CN(Cc1ccsc1)C(=O)CNC(=O)N1CCc2ccccc2C1,-7
COC(=O)CN1CCN(C(=O)c2ccc3cccc(F)c3n2)C(C)C1=O (centres undefined),-2
CC(C)NC1CCCN(c2ncnc3c(Br)cccc23)C1 (centres undefined),2
CC1(C)OCC(C2OC(Nc3ccc(CCCC(=O)NCCCN4CCCC4=O)cc3)[C@H]3OC(C)(C)O[C@@H]23)O1 (some centres undefined),1
Cc1nonc1CN(C)C(=O)c1cn(CC2CCCCC2)nn1,-32
CCC(Sc1ccccc1)C(=O)N(C)C1CCS(=O)CC1 (centres undefined),-48
CCOc1ccc(F)cc1NC(=O)C(=O)N(C)CCc1ccccc1,2
COC(=O)c1c(O)nc2ccccn2c1=O,-3
Cc1cccc(N2CCN(CC3(O)CCCN(CC4CCC4)C3=O)CC2)n1 (centres undefined),-3
Cc1cnc(NC(=O)CCOc2cccc(Br)c2)s1,-11
Cc1cc(C)c2c(=O)[nH]c(SCc3ccccc3C)nc2n1,-4
Cc1cc(C(=O)N2CCCC(CCc3c(F)cccc3F)C2)no1 (centres undefined),-6
CC1(C(=O)NS(C)(=O)=O)CCN1C(=O)Cc1ccsc1 (centres undefined),-9
O=C(c1ccc(OC(F)F)cc1)N1CCOC(COCc2ccccc2F)C1 (centres undefined),-4
Cn1nnnc1SCc1ccc(CSc2nnnn2C)cc1,-11
CCOc1ccc2nc(Nc3nc(C)cc(C(F)(F)F)n3)nc(C)c2c1,-12&9
CN(C)c1ccccc1N(C)Cc1nnc(C2CCC2)o1,-7
COc1cccc(-c2c(C#N)c(N)nc3c2c(C)nn3-c2ccccc2)c1O,-1
O=C(c1cn(Cc2ccccc2Cl)nn1)N1CCSCC1,-11
O=C(CC1C(=O)NC2(CCCC2)CN1Cc1ccc(Cl)cc1)NCc1nc2ccccc2s1 (centres undefined),-5
O=C(c1ccccc1Cl)N(Cc1ccccc1F)N1C(=O)C2CCCCC2C1=O (centres undefined),-10
CC=CCn1c(=O)c2c(nc3n2CC(C)=NN3Cc2ccccc2C)n(C)c1=O,2
Cc1ccc(CCNC(=O)C2CCC(=O)N(Cc3ccccn3)C2)o1 (centres undefined),-1
Cc1cc(Nc2ccccc2)nc(N2CCN(C(=O)C3CCCCC3)CC2)n1,-11
CC(C(=O)NCc1ccccc1OCCO)c1ccc(Cl)s1 (centres undefined),-6
O=C(O)c1ccc(-c2ccccc2CN2CCOCC2)cc1Cl,-1
Cc1cn(CC(=O)N(C)Cc2ccccn2)c2ccccc12,-25
CCOC(=O)Cn1ncc2c1CCN(C(=O)CC(C)(O)C(F)(F)F)C2 (centres undefined),-4

# Three records drawn at random from the list so far:
SMILES,mcGAS MS inh
COC(=O)CN1CCN(C(=O)c2ccc3cccc(F)c3n2)C(C)C1=O (centres undefined),-2
CC(C)[C@H](NC(=O)C12CC3CC(CC(C3)C1)C2)C(=O)O,15
C=CCNC(=O)CCCn1c(=O)[nH]c2ccsc2c1=O,4

# More structures
SMILES,mcGAS MS inh
CC(C)n1cc(-c2cc(C(=O)N3CCC(C)(C)C3)c3cc(F)ccc3n2)cn1,-24
O=C(Nc1ccc(Oc2ccccc2)cc1)C1CC(=O)N(C2CC2)C1 (centres undefined),7
Cc1cccnc1CC(C)NC(=O)C1(c2ccccc2F)CC1 (centres undefined),-12
O=C1[C@H](CCC(O)c2ccc(F)cc2)[C@@H](c2ccc(O)cc2)N1c1ccc(F)cc1 (some centres undefined),-10
Cc1nonc1C(=O)N1CCc2c([nH]c3ccccc23)C1C1CCCCC1 (centres undefined),-3
COc1ccccc1C(=O)NN=C1N=NC(C)C(=O)N1 (centres undefined),1
CCOC(=O)CC1CCCCN1C(=O)Nc1cccc(SC)c1 (centres undefined),-19
CCOC(=O)CNc1c(-c2ccc(O)cc2)nc2cc(C)ccn12,-12
CC(C)(C)CC(C)(C)NC(=O)c1ccc(C#N)cc1,-2
Cc1ccc(-n2nc3c(c2NC(=O)c2cc(C)cc(C)c2)CS(=O)C3)cc1 (centres undefined),0
CC(C)Oc1ccccc1C(=O)N(C)c1ccc(Br)cn1,4
COc1cc(-c2cncc(NC(C)=O)n2)ccc1O,-5

# No new results follow: 2 of the compounds above.
SMILES,mcGAS MS inh
CCOC(=O)CC1CCCCN1C(=O)Nc1cccc(SC)c1 (centres undefined),-19
CCOC(=O)CNc1c(-c2ccc(O)cc2)nc2cc(C)ccn12,-12

# Continuation:
SMILES,mcGAS MS inh
Cc1nc(-n2nc(-c3ccco3)cc2NC(=O)c2ccc(F)c(F)c2)[nH]c(=O)c1C,-1
N#CCCN(Cc1ccco1)C(=O)Cn1nc(-c2ccc(F)cc2)oc1=O,21
CCC(C)N(C)C(=O)NCCc1ccc(S(C)(=O)=O)cc1 (centres undefined),-16
Cc1cc(C)cc(NC(=O)c2cc(C)c(C)c(S(N)(=O)=O)c2)c1,-2
CCc1nc(NC(=O)COc2ccc(C#N)cc2)sc1C,-12
C/C=C(/C)C(=O)O[C@@H]1[C@H](OC(C)=O)[C@@]2(CO)C(CC1(C)C)C1=CCC3[C@@]4(C)CC[C@H](O[C@@H]5O[C@H](C(=O)O)[C@@H](O[C@@H]6O[C@H](CO)[C@@H](O)[C@H](O)[C@H]6O)[C@H](O)[C@H]5O[C@@H]5O[C@H](CO)[C@@H](O)[C@H](O)[C@H]5O)[C@](C)(CO)C4CC[C@@]3(C)[C@]1(C)C[C@H]2O (some centres undefined),-8
Cc1ccc(CCNC(=O)C2CCC(=O)N(CC3CCCCC3)C2)s1 (centres undefined),-5
Cc1cccc(-c2ccc(C(=O)N3CCCCC3CCn3cccn3)cn2)c1 (centres undefined),-2
OCCC1CN(Cc2ccc(F)cc2)CCN1Cc1ccc(F)c(F)c1 (centres undefined),-5
COc1cccc(Cl)c1-c1ccc2oc(C)nc2c1,-18
CCCc1ccc(S(=O)(=O)N(C)CCCN2c3ccccc3CCc3ccccc32)cc1,-2
CN(CCC1CCCCO1)C(=O)c1cc(Cn2cnc3ccccc32)on1 (centres undefined),-5
CC(NC(=O)c1ccc2c(c1)nnn2C)c1ccccc1-n1cccn1 (centres undefined),-16
Nc1ncnc(NN=Cc2ccc3ncccc3c2)c1[N+](=O)[O-],-7
CCn1nc(C)cc1C(=O)Nc1ccc(NCc2ccccn2)cc1,3
CCOC(=O)c1ccc(NC(=O)CSc2nnc(NC(=O)c3c(F)cccc3F)s2)cc1,-3
O=C(NCc1cccc(N2CCOC2=O)c1)c1cc2c(s1)CCCCC2,-44
C/C(=N/O)c1ccc2c3ccccc3n(C)c2c1,-6
COc1ccc(Cl)cc1S(=O)(=O)N1CCN(c2cccc(C)c2C)CC1,6
COc1cc2c(cc1OC)-c1c(oc3cc(O)cc(O)c3c1=O)CO2,-5
NC(=O)c1ccc(-c2ccc(F)c(CO)c2)cc1,-15
COc1ccc(CC2(CO)CCN(c3cnc4ccccc4n3)CC2)cc1,18
CCOC(=O)C1(Cc2ccc(Cl)cc2)CCN(CC(O)CO)CC1 (centres undefined),-1
CNC(=O)c1cccc(N(C)CC(=O)Nc2c(C)cc(C)cc2C)n1,-3
CN1CCN(/N=C\c2c(C(F)(F)F)[nH]n(-c3nc4ccccc4s3)c2=O)CC1,17
CCC1=NN2C(=N)/C(=C/c3cccs3)C(=O)N=C2S1,97*
O=C(CNC(=O)c1ccc2c(c1)OCO2)NCCc1nc2ccccc2[nH]1,-3
O=C(NCc1ccc2sccc2c1)c1c(OCc2cccnc2)nn2ccsc12,-7
CCC(NC(=O)CCc1nc2cc(S(=O)(=O)N(C)C)ccc2n1CC)c1ccc(C)cc1 (centres undefined),8
O=C(/C=C/c1cccc(F)c1)NCC1(O)CCSCC1,-3
COCCCNCc1csc(COc2ccccc2)n1,-7
COC(C)(C)CC(C)NCc1cccc(-n2cccn2)c1 (centres undefined),-1
Cc1nn2c(-c3cccc(F)c3)cc(C(=O)O)nc2c1-c1ccccc1,-6
CCCCCN=C(N)N/N=C\c1c[nH]c2ccc(OC)cc12,-18&-10&2
Cc1cc(C)c(C(=O)NCC2CCN(Cc3cccs3)CC2)c(C)c1,-6
c1ccc(CCCCc2nn3c(C4CC4)nnc3s2)cc1,-15
CC1(C)CC1(C(=O)N1CCn2cncc2C1)c1cccs1 (centres undefined),-14
CN(Cc1ccc(CN)cc1)C(=O)OC(C)(C)C,5
COCCNC(=S)NN=Cc1sccc1C,-9
O=C(NCCCN1CCCC1=O)C(C1CCCC1)N1CCN(C(=O)C2CCC2)CC1 (centres undefined),-4
COc1ccc2[nH]c(CNC(C)Cn3nc(C)cc3C)cc2c1 (centres undefined),-16&9

# A second format for part of the listing above:
SMILES	mcGAS MS inh
CC1(C)CC1(C(=O)N1CCn2cncc2C1)c1cccs1 (centres undefined)	-14
CN(Cc1ccc(CN)cc1)C(=O)OC(C)(C)C	5
COCCNC(=S)NN=Cc1sccc1C	-9

# Screening results deposited in PubChem BioAssay by Fisher Drug Discovery Resource Center.

# This is a subset; the hit share may differ from the screen's.
